14-3-3g Raf – modulators of 14-3-3 gamma protein binding, primary screen, biochemical, fluorescence polarization; 14-3-3 protein gamma (Homo sapiens), P61981; FP, 14-3-3gamma / TMR-pS259-Raf peptide binding; inhibition, % at 40 µM; hit rate 0.19% among 160,000; AID 422, 2006; in the data active = inhibition above about 30%;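 also: 0% = protein plus tracer without compound and 100% = blank with tracer alone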
Target sequence (P61981 whole entry, looked up): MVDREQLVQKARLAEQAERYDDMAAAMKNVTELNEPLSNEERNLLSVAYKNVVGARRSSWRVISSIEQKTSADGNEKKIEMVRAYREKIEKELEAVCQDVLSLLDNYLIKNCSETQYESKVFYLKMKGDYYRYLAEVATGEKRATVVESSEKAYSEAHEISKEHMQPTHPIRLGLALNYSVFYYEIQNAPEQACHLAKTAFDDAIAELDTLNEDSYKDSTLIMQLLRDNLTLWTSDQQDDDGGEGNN
An asterisk follows results filed as active; & = joins results of further samples.

A first look, 2 compounds:
SMILES	14-3-3g Raf
COc1ccc(OC)c(-c2cc(C(=O)N3CCCc4ccccc43)no2)c1	-0.8
COc1cc(C=Cc2nc(-c3ccccc3O)n(-c3ccccc3)n2)ccc1O	1.9

The whole of this part (from the top)
SMILES	14-3-3g Raf
COc1ccc(OC)c(-c2cc(C(=O)N3CCCc4ccccc43)no2)c1	-0.8
COc1cc(C=Cc2nc(-c3ccccc3O)n(-c3ccccc3)n2)ccc1O	1.9
C=CCc1ccccc1Oc1cc(F)nc(N)n1	-1.4
O=C(CN1C(=O)CSc2ccccc21)NCCN1CCN(Cc2ccccc2)CC1	1.2
COC(=O)c1[nH]c2cc(C)ccc2c1NC(=O)CN1CCN(c2ccccc2OC)CC1	-11.2
O=C(Nc1ccccc1)N1CCN(c2nc3ccccc3s2)CC1	1.4
Cc1c(C(=O)NCc2cccnc2)oc2c1C(=O)CC(C)(C)C2	-8.2
COc1ccc(Br)cc1CN1CCC(N2CCN(c3ccccc3OC)CC2)CC1	-9.0
Cc1ccc(Cl)cc1N(CC(=O)NC1CCCCC1)S(C)(=O)=O	-7.0
COc1ccc(C2C(C(=O)Nc3ccc(Br)cn3)=C(C)NC3=C2C(=O)CCC3)cc1 (centres undefined)	-5.0
Cc1cc(I)ccc1-n1[nH]c(C(F)(F)F)cc1=O	-6.2
CCOC(=O)c1c(C)oc2ccc(OCc3ccc(Br)cc3)cc12	-1.1
CC(C)OCCCNC(=O)c1cccn2c(=O)c3c4c(sc3nc12)CCCC4	-7.0
CCC(=O)N1CCc2cc(S(=O)(=O)CCC(=O)NCc3ccc4c(c3)OCO4)ccc21	-4.7
CC(Sc1oc(-c2cccs2)nc1S(=O)(=O)c1ccc(F)cc1)c1ccccc1 (centres undefined)	-88.4
CCOC(=O)c1c(NC(=O)c2ccc(S(=O)(=O)N3CCc4ccccc4C3)cc2)sc2c1CCCCC2	1.6
Cc1cc(C)c(NC(=O)CN2CCN3CCCC3C2)c(C)c1 (centres undefined)	-9.8
O=[N+]([O-])c1ccc(S(=O)(=O)Nc2ccc3c(c2)OCCO3)cc1	-10.8
COc1ccc2ccccc2c1C1N=C(SCc2ccccc2C#N)NC(C)=C1C(C)=O (centres undefined)	-8.5
O=C(c1cnn2c(C(F)F)cc(C3CC3)nc12)N1CCc2ccccc2C1	-8.0

Molecules listed so far that contain fluorine, in the order listed:
SMILES	14-3-3g Raf
C=CCc1ccccc1Oc1cc(F)nc(N)n1	-1.4
Cc1cc(I)ccc1-n1[nH]c(C(F)(F)F)cc1=O	-6.2
CC(Sc1oc(-c2cccs2)nc1S(=O)(=O)c1ccc(F)cc1)c1ccccc1 (centres undefined)	-88.4
O=C(c1cnn2c(C(F)F)cc(C3CC3)nc12)N1CCc2ccccc2C1	-8.0

(list continues)
SMILES	14-3-3g Raf
O=C(COc1ccc(Cl)cc1Cl)NCc1ccco1	-6.4
COc1ccc(NC(=O)CSc2nc(-c3ccc(OC)cc3)cc(C(F)(F)F)c2C#N)cc1	-30.5
c1ccc(C2(c3ccccc3)OCC(Cn3cncn3)O2)cc1 (centres undefined)	0.3
Cc1[nH]nc(SCC(=O)N2CCN(Cc3ccccc3)CC2)c1[N+](=O)[O-]	-7.3
CCCCN(CC)S(=O)(=O)c1ccc(C(=O)Nc2nc3ccc4sc(C)nc4c3s2)cc1	-9.9
CC(=O)c1cccc(NC(=O)c2cc(C)no2)c1	4.0
C=CCn1c(N)c(-c2nc3ccccc3n2C)sc1=S	-88.8
COc1cc(C(=O)Nc2ccccc2)cc(OC)c1OC	-0.8
O=C1NC(c2ccc(Cl)cc2)Nc2sc3c(c21)CCCC3 (centres undefined)	-25.0
Ic1cccc2c1N1CCN2CC1	3.6
COC(=O)C1=C(C)N(Cc2ccccc2)C(=O)NC1c1cccc([N+](=O)[O-])c1 (centres undefined)	-2.9
CS(=O)(=O)N(Cc1ccccc1Cl)c1ccc(C(=O)Nc2ccc(S(=O)(=O)N3CCOCC3)cc2)cc1	-10.0
Cc1ccc(OCC(=O)Nc2cccc(C)n2)c(C)c1	3.7&-4.8
Cc1cc(OCC(=O)NCCCN(C)C)cc(C)c1Br	-2.0
O=C(CCN1C(=O)COc2ccccc21)NC1CCCCCCC1	-4.3
Cc1ccc(S(=O)(=O)/N=C/c2ccco2)cc1	-1.6
COc1cc(C=Nc2ccc3nc(-c4ccccc4)[nH]c3c2)c(O)c([N+](=O)[O-])c1	-136.8
O=C1OC(C(=O)Nc2ccc(C(F)(F)F)cc2)Cc2ccccc21 (centres undefined)	4.3
COC(=O)CCC(=O)Nc1ccc(S(N)(=O)=O)cc1	-28.4
CC1=C(C)CC(C(=O)Nc2sc3c(c2C#N)CCC3)C(C(=O)O)C1 (centres undefined)	-31.1

Taken from above.
In 14-3-3g Raf, O=C(Nc1ccccc1)N1CCN(c2nc3ccccc3s2)CC1 has the entry 1.4
In 14-3-3g Raf, COc1cc(C(=O)Nc2ccccc2)cc(OC)c1OC has the entry -0.8
In 14-3-3g Raf, CCOC(=O)c1c(NC(=O)c2ccc(S(=O)(=O)N3CCc4ccccc4C3)cc2)sc2c1CCCCC2 has the entry 1.6
In 14-3-3g Raf, CCOC(=O)c1c(C)oc2ccc(OCc3ccc(Br)cc3)cc12 has the entry -1.1
In 14-3-3g Raf, Cc1[nH]nc(SCC(=O)N2CCN(Cc3ccccc3)CC2)c1[N+](=O)[O-] has the entry -7.3

Next section:
SMILES	14-3-3g Raf
COc1ccc2nc(NS(=O)(=O)c3ccc(Cl)cc3)c(Nc3ccc(C)cc3)nc2c1	-26.9
NC(=O)CSC1=Nc2ccccc2C2=NC(Cc3c[nH]c4ccccc34)C(=O)N12 (centres undefined)	-3.7
Nc1c(N2CCN(c3ccccc3)CC2)c2ccccc2oc1=O	-0.4
CCOC(=O)c1sc2nc(C)n(CC(=O)Nc3ccccc3Cl)c(=O)c2c1C	-96.3
Cc1cc(C)n(-c2nc(NCc3cccnc3)c3c4c(sc3n2)COC(C)(C)C4)n1	-4.2
CCC1CCc2c(sc(NC(=O)c3ccoc3C)c2C(N)=O)C1 (centres undefined)	-13.4
COc1ccc(NC(=O)CSc2nc(NS(=O)(=O)c3ccccc3)cc(=O)[nH]2)cc1	-1.0
CN(c1ccccc1)S(=O)(=O)c1ccc(C(=O)Nc2nc(-c3ccc(Cl)cc3)cs2)cc1	-21.6
CN(CC(=O)Nc1ccccc1Cl)C(=O)COC(=O)CNC(=O)c1ccc(Br)o1	-2.5
CC(=O)C1=C(Nc2ccc(Br)cc2)CC(C)(O)C(C(C)=O)C1c1ccc(C(C)C)cc1 (centres undefined)	-4.8
CCC(C)(C)NC(=O)C(c1ccccc1F)N(Cc1ccco1)C(=O)Cn1nnc2ccccc21 (centres undefined)	-6.9
CC(C)Cn1cnc2sc3c(c2c1=N)CCCCC3	-10.8
CCOC(=O)c1c(C)oc2c1c(C(c1ccncc1)N1CCN(C)CC1)c(O)c1ccccc12 (centres undefined)	2.2
COc1ccccc1-n1c2c(cc(C(=O)N3CCC(C)CC3)c1=O)C(=O)CC(C)(C)C2	9.5
COc1ccc2nc3oc(C(=O)N4CCN(c5cccc(C)c5)C(C)C4)cc3cc2c1 (centres undefined)	-50.2
COC(=O)c1cc(Br)c(=O)n(Cc2ccco2)c1	0.2
CN(C)CCN(Cc1cccs1)c1ccccn1	-3.4
CC(=O)N1CCC(N(C(=O)Nc2cccc(C)c2)C2CCCC2)CC1	2.8
OCCCc1nc2n(n1)C(c1cccc(Br)c1)C=C(c1cccs1)N2 (centres undefined)	-7.4
COc1ccc(NC(=O)c2sc3ncn(CC(=O)N4CCC(C)CC4)c(=O)c3c2C)c(OC)c1	-2.9
C=CCOC(=O)C1=C(C)Nc2nnnn2C1c1ccccc1OCC (centres undefined)	4.5
COc1ccccc1C1SCCN1S(=O)(=O)c1ccc(C)cc1C (centres undefined)	-2.3
O=C(CN1CCN(c2ncccn2)CC1)Nc1ccccc1-n1cccc1	-1.3
C/C(CC1(O)C(=O)N(Cc2ccccc2)c2ccccc21)=N\O (centres undefined)	0.5
CCN1CCN(C(=O)c2ccc(CS(=O)(=O)Cc3ccccc3Cl)o2)CC1	3.1
Cn1c(=O)n(C)c2cc(NC(=O)c3ccccc3)ccc21	-4.9
CCOc1cc(C(=O)Nc2cc(C)ccn2)cc(OCC)c1OCC	-1.1
COc1cc2c(cc1NC(=O)Cc1ccc(Cl)cc1)oc1ccccc12	-3.9
O=C(Nc1ccc(N2CCCCC2)cc1)c1ccc(-c2ccccc2[N+](=O)[O-])o1	-43.6
COc1ccc(OC)c(NC(=O)C2CC=CCC2C(=O)O)c1 (centres undefined)	-6.7
O=c1n(Cc2ccccc2)c2cc(Cl)cnc2n1Cc1ccccc1	-7.8
CC(C)OC(=O)COc1ccc2c3c(c(=O)oc2c1)CCC3	-3.5
CCOc1ccc(-c2nnc(-c3ccco3)o2)cc1OCC	-0.4
CC(C)N(CCNC(=O)c1cn(C)c2ccc(S(=O)(=O)N(C)C)cc2c1=O)Cc1ccccc1	1.5
Cn1c(OCc2cccnc2)nc2c1c(=O)n(Cc1ccc(Cl)cc1)c(=O)n2C	1.6&1.5
Cc1cc2nn(-c3ccccc3)nc2cc1NC(=O)c1cccc(OC(C)C)c1	-11.6
CCN1C(=O)C2C(c3ccc(O)c(OC)c3)NC(C)(C(=O)OC)C2C1=O (centres undefined)	-0.4
COC(=O)c1ccc(C=Nc2ccc(-c3nc4ccc(C)cc4o3)cc2)cc1	2.5
COc1ccc(Cn2c(=S)[nH]c3cc4c(cc3c2=O)OCO4)cc1	-2.5
N#CCCN1CCN(S(=O)(=O)c2ccc(S(=O)(=O)NC3CCCC3)cc2)CC1	2.3

3 records drawn at random from those above:
SMILES	14-3-3g Raf
O=C(COc1ccc(Cl)cc1Cl)NCc1ccco1	-6.4
CC(=O)C1=C(Nc2ccc(Br)cc2)CC(C)(O)C(C(C)=O)C1c1ccc(C(C)C)cc1 (centres undefined)	-4.8
CCOc1ccc(-c2nnc(-c3ccco3)o2)cc1OCC	-0.4

Later entries:
SMILES	14-3-3g Raf
N#Cc1ccc(-c2ccccc2)nc1SCC(=O)c1ccccc1	-4.2
Cc1cc(C2(c3ccc(O)c(C)c3)CCC(C)CC2)ccc1O	-2.9
CCOc1ccc2nc(N3CCCCCC3)sc2c1	-5.1
Cc1c(N2C(=O)c3ccccc3C2=O)c(=O)n(-c2ccccc2)n1C	-2.0&-2.7
Cc1cc(C(F)(F)F)c2c(N)c(C(=O)c3ccc(Cl)s3)sc2n1	-23.0
CCCC(=O)N1c2ccccc2NC2=C(C(=O)CCC2)C1c1cccs1 (centres undefined)	-14.8
CC(C)Oc1ccccc1NC(=O)c1ccccc1SCc1ccc(F)cc1	-15.5
Fc1ccccc1CSc1nnc(-c2ccco2)n1-c1ccccc1	5.7
CN(C)C(=O)c1ccc(NC(=O)c2cccnc2)cc1	-2.8
Cc1ccc(C)c(/C(O)=C2/C(=O)C(=O)N(CCN3CCOCC3)C2c2ccco2)c1 (centres undefined)	-4.3
CCOc1cc(C)c2c(=O)c(Oc3ccccc3)c(C(F)(F)F)oc2c1	-7.1
CC(=O)OCCCNc1cc(Sc2cc(C(C)(C)C)ccc2C)c2nonc2c1[N+](=O)[O-]	-7.8
C#CCSc1nnc(-c2c[nH]c3ccccc23)n1C	-2.9&1.4
CCc1cc(=O)oc2cc3oc(C)c(-c4ccccc4)c3cc12	-2.2
COC(=O)C1=CN(Cc2ccc(Cl)cc2)C=C(C(=O)OC)C1c1cccc(OC)c1OC	2.8
FC(F)(F)c1cc(-c2ccccc2)nc(-n2cc(Br)cn2)n1	-3.5
Cc1ccc(S(=O)(=O)N(C)c2cccc3cccnc23)cc1	-2.0
Cc1cc(Br)ccc1NC(=O)C(F)(F)F	-9.5
O=C(Nc1cc(C(F)(F)F)ccc1Cl)c1cc(S(=O)(=O)NCc2ccccc2Cl)ccc1F	-0.7
CCOC(=O)c1c(-c2ccc(OC)cc2)csc1NC(=O)c1cccnc1	-5.5
CCOc1ccc(/C(O)=C2\C(=O)C(=O)N(Cc3cccnc3)C2c2ccc(C)cc2)cc1 (centres undefined)	4.9
COC(=O)c1c(NC(=O)CSc2nnc3cc(C)c4ccccc4n23)sc2c1CCC2	-8.8
COc1ccc(CCn2c(=O)[nH]c3cc(C(=O)NC4CCC(C)CC4)ccc3c2=O)cc1OC (centres undefined)	-1.2
COc1ccc(N2C(=O)C3C4C=CC(C4)C3(C(F)(F)F)C2=O)cc1 (centres undefined)	-6.2
COc1cc(OC)c(Nc2ncnc3sc(C)c(S(=O)(=O)N4CCC(C)CC4)c23)cc1Cl	-4.2
O=C(NCc1cccc(Cl)c1)c1cnc2n(c1=O)CCS2	8.7
CC1CCCCC1NC(=O)c1cccc(-n2c(=S)[nH]c3cc(Cl)ccc3c2=O)c1 (centres undefined)	-8.3
Cc1onc(COc2ccccc2O)c1Br	-3.0
CCOc1ccc(NC(=O)C2CCC(CNS(=O)(=O)c3cccs3)CC2)cc1 (centres undefined)	-1.6
CC(Oc1ccc(Cl)cc1)C(=O)Nc1ccccc1C(=O)Nc1ccc(Br)cc1 (centres undefined)	-5.2
O=C(Nc1cc2c(ccc3ccccc32)oc1=O)c1ccccc1	-4.3
C=C1[C@@H](C)C2[C@H](Cc3ccccc3)NC(=O)[C@]23OC(=O)CC[C@H](O)CCC[C@H](C)C/C=C/[C@H]3[C@@H]1O (some centres undefined)	1.4
COc1ccc(N=c2oc3cc(O)ccc3cc2C(=O)NCC2CCCO2)cc1 (centres undefined)	-5.9
CC1=CC(C)(C)N(C(=O)CSc2nnc(C)s2)c2ccc(C)cc21	-4.4
CN(c1ccc(Br)cc1)S(=O)(=O)c1ccc2c(c1)CCN2C(=O)C1CCC1	7.0
CCOC(=O)C(Cc1ccccc1)NC(=O)Cn1nnc(-c2ccccc2)n1 (centres undefined)	-2.9
O=C(NCCC1=CCCCC1)C1CCCN(S(=O)(=O)c2cccc3cccnc23)C1 (centres undefined)	-2.6
CCCCOCCCNC1=NCCCCC1	-1.8
O=C(CSc1nnnn1Cc1ccccc1)NCC(=O)c1ccccc1	-9.8
CCOC(=O)c1c(NC(=O)c2cccs2)sc(C(=O)N2CCOCC2)c1C	-3.2
COc1ccc2oc(=O)c(-c3csc(N=Cc4ccccc4O)n3)cc2c1	-21.1
Cc1cccc(N2C(=O)C(Cl)=C(NC3CCCCC3)C2=O)c1C	-5.1
CCOC(=O)C1=C(C)NC(=S)NC1c1ccc(O)cc1 (centres undefined)	-0.7
c1ccc(Cn2ccnc2SCc2nnc(-c3ccccc3)o2)cc1	-4.7

Compound activity (PubChem)

This is a subset. The share of hits here may be higher or lower than overall.
